FN deposit inh: fibronectin deposition inhibition; AH1F fibroblasts, Alexa488-fibronectin deposition fluorescence, overnight; inhibition, % at 12.6 µM; 350,000 compounds, 0.086% hits; AID 743247;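 active means mean inhibition across replicates of 30% or more, regardless of how many single replicates reach that level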;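 further: positive control wells lacked labelled fibronectin entirely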
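Schedule: 1 h cell adhesion before compound, then overnight fibronectin incubation; test system: AH1F fibroblast monolayer depositing Alexa488-labelled fibronectin into matrix; quantity: 10000 AH1F cells per well; probe or stimulus: fluorescent fibronectin at 24 nM final; signal: fluorescence, ex 485 nm, em 525 nm; evaluation: percent inhibition as loss of matrix-bound fibronectin fluorescence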
LGR2 antag: inhibitors of bursicon-induced Drosophila LGR2 receptor cAMP signaling; HEK293 LGR2, CRE-luciferase, bursicon-stimulated, 4 h; inhibition, % at 9.99 µM; 380,000 compounds, 0.35% hits; AID 720647;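 active means drop in luminescence signal, shown as inhibition above about 50% in the replicate tests, limit read from the data, passing the limit was not always enough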;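 further: agonist challenge used bursicon conditioned medium at about half maximal strength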
EWS-Fli block: inhibitors of EWS/Fli oncoprotein transcriptional activity | A673 NR0B1-luciferase reporter, viability-normalised | 350,000 compounds, 0.67% hits | inhibition, % at 12.6 µM;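 active means mean inhibition of at least 50% after viability correction, with every replicate also passing that limit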;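 further: firefly luciferase signal divided by Alamar Blue viability fluorescence both relative to DMSO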
PglD DTNB: PglD (C. jejuni) enzyme inhibition; purified PglD enzyme, DTNB colorimetric CoA detection; inhibition, % at 12.5 µM; 360,000 compounds, 0.098% hits; AID 602405; in the data active means inhibition above about 16%, passing the limit was not always enough; further: strong numbers were not always called active
ERAP1 inh: inhibitors of human ERAP1 aminopeptidase. Q9NZ08. recombinant ERAP1, Leu-AMC fluorescence, 60 min. inhibition, % at 10.7 µM. 340,000 compounds, 0.15% hits. AID 652197;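 active means mean replicate inhibition of at least 30%, or all replicates individually reaching that 30% level; inactive means mean below 30% and not every replicate reaching it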;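 further: 0% = neutral control wells and 100% = L-leucinethiol positive control wells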
Target sequence (Q9NZ08 whole entry, looked up): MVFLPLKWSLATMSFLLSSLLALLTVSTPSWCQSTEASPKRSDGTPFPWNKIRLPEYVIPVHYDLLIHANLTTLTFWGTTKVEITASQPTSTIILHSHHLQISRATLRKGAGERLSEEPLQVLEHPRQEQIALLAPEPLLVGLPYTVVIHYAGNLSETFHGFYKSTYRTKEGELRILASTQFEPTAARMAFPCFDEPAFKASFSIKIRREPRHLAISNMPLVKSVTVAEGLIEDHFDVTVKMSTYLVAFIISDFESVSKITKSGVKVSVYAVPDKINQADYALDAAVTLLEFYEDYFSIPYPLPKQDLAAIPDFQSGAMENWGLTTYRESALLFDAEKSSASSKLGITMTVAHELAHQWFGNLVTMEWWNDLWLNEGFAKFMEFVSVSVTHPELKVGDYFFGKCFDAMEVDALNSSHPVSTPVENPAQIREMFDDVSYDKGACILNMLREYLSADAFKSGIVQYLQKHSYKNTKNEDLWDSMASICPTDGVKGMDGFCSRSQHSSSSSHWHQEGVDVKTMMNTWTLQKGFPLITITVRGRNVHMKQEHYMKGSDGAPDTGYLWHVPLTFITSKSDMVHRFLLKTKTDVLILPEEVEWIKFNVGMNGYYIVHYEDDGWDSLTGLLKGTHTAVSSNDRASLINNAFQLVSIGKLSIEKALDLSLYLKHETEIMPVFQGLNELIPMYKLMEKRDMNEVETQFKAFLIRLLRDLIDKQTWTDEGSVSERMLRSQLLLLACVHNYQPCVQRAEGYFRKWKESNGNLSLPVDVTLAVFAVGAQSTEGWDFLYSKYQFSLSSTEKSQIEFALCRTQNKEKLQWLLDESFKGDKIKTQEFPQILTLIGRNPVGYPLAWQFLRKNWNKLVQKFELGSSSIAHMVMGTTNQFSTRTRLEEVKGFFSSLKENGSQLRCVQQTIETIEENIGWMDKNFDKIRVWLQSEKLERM
S100A4 inh HTS: S100A4-myosin IIA interaction inhibition | S100A4/TAMRA-MyoIIA peptide fluorescence polarization | 360,000 compounds, 0.14% hits | inhibition, % at 10.7 µM | P26447 | AID 652163;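 active means mean inhibition of at least 70% across replicates, with every replicate also reaching that level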
Target sequence (P26447 whole entry, looked up): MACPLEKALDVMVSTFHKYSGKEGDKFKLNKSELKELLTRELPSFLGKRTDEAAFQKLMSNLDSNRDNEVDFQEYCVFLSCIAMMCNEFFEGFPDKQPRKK
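incubation = readout 5 min after mixing, signal stable up to 60 min | system = S100A4 monomer protein | buffer or medium = HEPES pH 7.2 with CaCl2, KCl, NaCl, DTT, Triton | benchmarks = neutral control DMSO, positive control TFP | also added = fluorescent myosin IIA peptide, 5 nM | compound dosing = one concentration per compound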
PGC1a acetyl inh: PGC1a acetylation modulation, inhibitor mode; 350,000 compounds, 0.17% hits; AID 651687; U2OS PGC1a acetylation, AlphaScreen anti-acetyl-lysine; with virally co-expressed GCN5 acetyltransferase; inhibition, % at 15.6 µM;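 active means every replicate shows inhibition of at least 40%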;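 further: 0% = neutral control wells and 100% = positive control wells; some results beyond the cut were filed as inactive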
PAX8 inh HTS: inhibitors of PAX8 transcriptional activity in RMG-I cells; RMG-I TPO-luciferase reporter, SteadyGlo, 24 h; inhibition, % at 12.6 µM; 360,000 compounds, 1.2% hits;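 active means mean replicate inhibition at least 60% with every replicate also reaching 60%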;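 further: luciferase light reporting Pax8 driven TPO promoter activity; plate controls were median of neutral control wells for no effect and mitoxantrone controls for full effect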
Starred values were filed as active, the others as inactive; · = no result given; & = joins results of further samples.

nr	mol	FN deposit inh	LGR2 antag	EWS-Fli block	PglD DTNB	ERAP1 inh	S100A4 inh HTS	PGC1a acetyl inh	PAX8 inh HTS
1	CC(=NCc1ccccc1)c1ccc(O)cc1O	1	2	-4	-3	-8	-3	2	10
2	Cc1ccc(NC(=S)N(CCN2CCOCC2)Cc2cc3cc4c(cc3[nH]c2=O)OCO4)cc1	8	·	-7	·	-4	-1	·	10
3	C[C@@H](C(=O)N[C@@H](Cc1ccccc1)C(=O)O)n1nnc2ccccc2c1=O	8	-13	-5	0	-6	-3	4	-8
4	C=CCn1c(SCC(C)=O)nc2sc3c(c2c1=O)CCC3	12	-8	-6	-1	-2	-3	-10	10
5	COCCNC(=O)C1(C)CCN(C(=O)C2(c3ccc(Cl)cc3)CCCC2)C1 (centres undefined)	-2	0	-3	-2	1	-1	-7	5
6	Cc1ccc(-c2cnc3c(c2)C(=O)N([C@@H](C)CO)C[C@@H](C)[C@@H](CN(C)C(=O)Cc2cccnc2)O3)cc1	14	-6	3	0	3	5	16	1
7	COC(=O)CC1C(=O)NCCN1C(=S)Nc1cc(C)cc(C)c1 (centres undefined)	·	-19	·	8	·	·	-7	-9
8	CCN(CC)CCn1c(SCC(=O)NCc2ccccc2)nc2c(sc3ccccc32)c1=O	1	-8	14	2	-1	1	6	8

Some of these compounds in order of molar mass, smallest number first.
nr	mol	FN deposit inh	LGR2 antag	EWS-Fli block	PglD DTNB	ERAP1 inh	S100A4 inh HTS	PGC1a acetyl inh	PAX8 inh HTS
3	C[C@@H](C(=O)N[C@@H](Cc1ccccc1)C(=O)O)n1nnc2ccccc2c1=O	8	-13	-5	0	-6	-3	4	-8
5	COCCNC(=O)C1(C)CCN(C(=O)C2(c3ccc(Cl)cc3)CCCC2)C1 (centres undefined)	-2	0	-3	-2	1	-1	-7	5
8	CCN(CC)CCn1c(SCC(=O)NCc2ccccc2)nc2c(sc3ccccc32)c1=O	1	-8	14	2	-1	1	6	8

The listing continues:
nr	mol	FN deposit inh	LGR2 antag	EWS-Fli block	PglD DTNB	ERAP1 inh	S100A4 inh HTS	PGC1a acetyl inh	PAX8 inh HTS
9	Cn1ccnc1SCC(=O)c1ccc(O)cc1	3	-11	-68	3	-3	3	2	-45
10	CCN1CCc2nc3ccccc3c(C(=O)Nc3ccc(F)cc3)c2C1	10	4	2	-6	·	-9	-11	16
11	O=C(Nc1cc(F)ccc1F)c1cccc(-n2cnnn2)c1	2	-7	1	·	-2	7	·	-7
12	C/C(=N\NC(=O)c1ccc(C(=O)N/N=C(\C)c2ccco2)o1)c1ccco1	-1	9	0	-8	-7	2	·	·
13	O=C(C[C@H]1CC[C@H]2[C@@H](COC[C@H](O)CN2Cc2cocn2)O1)NCc1cccc(F)c1	-2	-1	0	-2	-3	36	-7	10
14	CCC(Oc1ccccc1OC)C(=O)Nc1ccc2c(c1)OCCO2 (centres undefined)	2	9	3	-2	0	1	·	-1
15	COC(=O)c1sc(=S)n(-c2ccccc2OC)c1N	-2	·	·	-2	·	·	10	-7
16	C[C@@H]1CN([C@H](C)CO)S(=O)(=O)c2ccc(-c3cccc(F)c3)cc2O[C@@H]1CN(C)S(=O)(=O)c1ccc(F)cc1	0	12	-9	1	0	18	2	·
17	C[C@@H]1CN([C@@H](C)CO)C(=O)c2cc(N(C)C)ccc2O[C@@H]1CN(C)Cc1ccc(C(F)(F)F)cc1	-19	-11	4	-2	1	4	-13	19
18	O=C(NC(=S)Nc1ccccc1)c1cccs1	-15	-53	-64	0	-4	2	4	-69
19	CCc1nnc(NC(=O)CSc2nnc(-c3ccc(NS(=O)(=O)c4ccccc4)cc3)o2)s1	-3	-3	15	1	-5	1	-7	24
20	O=C(C1CC1)N1CC(=O)N2[C@@H](CO)[C@@H](c3ccc(-c4cccnc4)cc3)[C@@H]2C1	-13	-6	1	·	3	-2	9	-2
21	Cc1ccc(S(=O)(=O)NCCC(=O)N2CCN(C/C=C/c3ccccc3)CC2)cc1	-6	·	2	-3	0	-1	1	14
22	COc1ccc(N2CCN(CCNC(=O)Nc3cccc(C)c3C)CC2)cc1	2	11	-3	10	-1	-11	3	-2
23	N#C[C@@H]1[C@H](c2ccc(C#CC3CCCCC3)cc2)[C@@H](CO)N1C(=O)c1cccc(F)c1	-14	65*	35	-3	0	8	-7	6
24	COc1ccc(NC(=O)C[C@@H]2C(=O)N(c3ccc(OC)cc3)CC2(C)C)cc1	-9	8	-2	·	·	-2	-1	15
25	CCc1nc2c(OCc3ccc(Cl)cc3)cccn2c1N(C)C(=O)c1ccco1	·	12	2	-5	-1	-1	12	16
26	O=C(c1ccccc1Br)N1CCN(Cc2ccc3c(c2)OCO3)CC1	-1	8	6	6	2	-2	20	-15
27	COc1ccc(NC(=O)CS(=O)c2cccc(Cl)c2)cc1 (centres undefined)	·	-17	-4	-1	0	-13	-1	1
28	Cc1cc(F)ccc1C(O)c1ncc(-c2ccccc2F)[nH]1 (centres undefined)	1	-22	-14	-3	9	-4	·	3
29	Cc1cc(C)nc(NS(=O)(=O)c2ccc(NC(=O)CSc3nc(-c4ccccc4)c(C#N)c(=O)[nH]3)cc2)n1	-2	-4	-2	·	11	-10	-3	6
30	C1=C(c2ccccc2)Nc2nnnn2C1	-7	·	·	3	·	·	3	7
31	Cc1ccc(S(=O)(=O)Nc2cccc3c2O[C@@H](CN(C)S(=O)(=O)c2cn(C)cn2)[C@@H](C)CN([C@H](C)CO)C3=O)cc1	·	0	-4	6	1	-15	1	1
32	COc1cccc(-c2c(C(=O)N/N=C(\C)c3ccco3)nnn2-c2nonc2N)c1	4	-4	·	-2	-1	5	·	-63
33	C[C@@H]1CCCCO[C@@H](CN(C)S(=O)(=O)c2ccc(Cl)cc2)[C@H](C)CN([C@H](C)CO)C(=O)c2cc(NC(=O)Nc3ccc4c(c3)OCO4)ccc2O1	-6	-14	10	-3	-2	4	-10	2
34	COc1ccc(NC(=O)N(C)C[C@H]2Oc3ccc(NC(=O)Cc4cn(C)c5ccccc45)cc3CC(=O)N([C@@H](C)CO)C[C@@H]2C)cc1	·	3	7	1	-1	-2	1	-17
35	Cc1ccc(C)c(N2CCN(C(=O)c3ccc4c(=O)n5c(nc4c3)CCCCC5)CC2)c1	-16	-17	21	3	·	-1	·	42
36	O=C(NCc1ccccc1)[C@@H]1[C@@H](CO)[C@@H]2Cn3c(cccc3=O)[C@H]1N2Cc1ccccn1	·	1	6	0	1	9	·	-12
37	COc1ccc(Cc2nc3ccc(C(=O)N(C)Cc4nccn4C)cc3o2)cc1	2	-42	1	3	-2	1	7	8
38	O=C(NNC1=C(C(=O)C(F)(F)F)CCC1)c1ccncc1	3	-29	8	·	2	1	6	-35
39	COc1cccc(NC(=O)C2CCC(CNS(=O)(=O)c3cccs3)CC2)c1 (centres undefined)	2	38	10	·	2	-5	0	-6
40	C=CCn1cc(/C=C2/NC(=O)NC2=O)c2ccccc21	4	4	6	·	·	-2	·	-36
41	COc1ccccc1C#Cc1ccc2c(c1)O[C@H](CN(C)C)[C@@H](C)CN([C@@H](C)CO)S2(=O)=O	6	13	4	-8	-1	0	-16	·
42	Cc1ccc(C(=O)OCC(=O)N(C)C2CCS(=O)(=O)C2)cc1[N+](=O)[O-] (centres undefined)	3	-31	-6	·	-4	-23	·	2
43	Cc1nn(C)c(=O)n1-c1ccccc1	-4	-6	-9	-2	-2	-4	-7	-4
44	O=C1c2ccccc2NC(c2cccc([N+](=O)[O-])c2)N1CCc1ccccc1 (centres undefined)	1	2	-35	-5	0	-2	-13	10
45	C[C@@H]1CN([C@@H](C)CO)C(=O)c2c(c3ccccc3n2C)-c2ccccc2CO[C@@H]1CN(C)C(=O)Nc1ccc(-c2ccccc2)cc1	-16	-3	2	·	3	-1	-34	14
46	CCOc1ccccc1NC(=O)COC(=O)c1c[nH]c2ccccc12	-4	5	14	·	-2	-5	·	9
47	O=C(c1ccncc1)N1CC(=O)N2[C@H](CO)[C@H](c3ccc(-c4cccnc4)cc3)[C@@H]2C1	·	7	-9	·	2	25	-7	3
48	Cc1cc(C(=O)Nc2sccc2C#N)c2ccccc2n1	2	5	1	1	2	-18	·	38
49	CCN1C(=O)[C@H]2[C@@H](c3ccccc3)N[C@]3(CCCN(Cc4ccccc4)C3=O)[C@H]2C1=O	-9	1	4	0	-1	-1	0	5
50	COc1ccc(C(=O)C2CCCN(C(=O)c3csc(C(C)=O)c3)C2)c(C)c1 (centres undefined)	3	-20	·	2	3	-3	1	0
51	Cn1c(-c2ccsc2)c(-c2cccs2)c2cc(Br)ccc21	2	0	24	-4	-3	-1	·	24
52	CCC(=O)N[C@H]1C=C[C@H](CC(=O)NCC2CCCCC2)O[C@H]1CO	·	-6	-8	1	3	-1	13	-7
53	O=C(CSc1nnc(-c2ccccn2)o1)Nc1ccccc1F	0	-44	-35	-1	-1	-6	·	-43
54	Cc1ccc(NNC(N)=S)cc1Cl	9	-9	8	-6	·	5	1	5
55	CC(C)NC(=O)N(C)C[C@H]1Oc2c(NC(=O)c3ccc(-c4nccs4)cc3)cccc2C(=O)N([C@@H](C)CO)C[C@H]1C	6	-13	1&-3	1&1	-1&1	49&-4	3&-7	-69
56	CC1CCN(C(=O)c2ccc(N3C(=O)C4CCC(C)CC4C3=O)cc2)CC1 (centres undefined)	-1	-6	-2	·	2	-1	-1	23
57	C[C@@H]1CCCCO[C@H](CN(C)C(=O)Nc2ccc(F)cc2)[C@@H](C)CN([C@@H](C)CO)C(=O)c2cc(NC(=O)c3ccncc3)ccc2O1	-2	21	4	3	0	10	2	2
58	O=C(CNC(=O)c1ccccc1)Nc1cccc(C(F)(F)F)c1	8	11	·	-7	·	·	2	21
59	CN(CCc1ccccn1)C(=O)CCC1CCCN(C(=O)c2c3c(nn2C)CCCC3)C1 (centres undefined)	6	23	1	·	10	-19	-12	26
60	CC1(C)[C@H]2CC=C(CN3CCC(N4CCC(C(=O)N5CCCC5)CC4)CC3)[C@@H]1C2	0	2	11	1	-3	-8	9	-12
61	COc1cc(NS(=O)(=O)c2ccc(NC(=S)NC(=O)c3ccco3)cc2)nc(OC)n1	-3	21	-31	2	1	-8	0	12
62	Oc1cccc(CCc2ccccn2)c1	·	-20	-45	-3	0	12	-2	-33
63	COc1ccc(Cc2nnc(NC(=O)Cn3cnc4c3c(=O)n(C)c(=O)n4C)s2)cc1	2	·	·	4	·	·	-28	-3
64	CC(C)(C)c1ccc(C(=O)COC(=O)CN2C(=O)NC3(CCCC3)C2=O)cc1	-8	-33	4	16	-1	0	-4	-17

(next part)
nr	mol	FN deposit inh	LGR2 antag	EWS-Fli block	PglD DTNB	ERAP1 inh	S100A4 inh HTS	PGC1a acetyl inh	PAX8 inh HTS
65	CC1CCCC(C)N1C(=O)COC(=O)c1ccc(Br)o1 (centres undefined)	5	12	1	1	0	-2	·	-13
66	CC(=O)NCCC(=O)N1CCCC(CNC(=O)c2ccc(-c3ccccc3)cc2)C1 (centres undefined)	-1	·	-10	·	-4	2	·	-26
67	O=C1N(Cc2ccccc2)CC2(Br)COCOC12O (centres undefined)	7	10	-1	4	3	3	0	1
68	CCCSc1nc2ccccc2n1CC(=O)O	2	-2	-10	·	1	5	8	-2
69	C[C@H](O)C#Cc1cnc2c(c1)C(=O)N([C@@H](C)CO)C[C@H](C)[C@@H](CN(C)Cc1cccc(C(=O)O)c1)O2	·	6	-40	3	-3	-3	-2	·
70	CC(C)CC(=O)N=C1SC2CS(=O)(=O)CC2N1CCc1ccccc1 (centres undefined)	0	·	·	5	·	·	0	0

Bioassay records: PubChem BioAssay, Broad Institute
